Pf gamet viab – P. falciparum stage V gametocyte viability inhibition; P. falciparum stage V gametocytes, ATP luminescence, 24 h; inhibition, % at 10.9 µM; hit rate 0.065% among 150,000; AID 743093;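 active = inhibition above the mean plus 3 SD of compounds within the control limits, set per campaign, cut at about 38% in these data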;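 note: 0% = DMSO wells and 100% = medium only without gametocytes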
HRas wt GTP bind – human HRas wildtype GTP binding, change in either direction | P01112 | GST-Ras wt beads, Bodipy-FL-GTP binding, flow cytometry; actives lie on both sides | GTP binding activity, % at 10 µM | hit rate 0.14% among 190,000;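 active = GTP binding activity at least 20% away from the 100% baseline, either lowered as inhibitor or raised as activator; inconclusive = flagged as likely green fluorescent, judged across all proteins in the well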;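 note: 0% = unlabeled GTP competition control and 100% = no-compound control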
Target sequence (P01112 whole entry, looked up): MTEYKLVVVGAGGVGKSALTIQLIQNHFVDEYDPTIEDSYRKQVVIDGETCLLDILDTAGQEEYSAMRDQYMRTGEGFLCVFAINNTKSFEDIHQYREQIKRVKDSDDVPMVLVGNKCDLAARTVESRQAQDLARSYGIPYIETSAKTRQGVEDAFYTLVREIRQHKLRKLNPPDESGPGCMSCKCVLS
Mcl1 Noxa PPI – disrupts binding of human Mcl-1 to Noxa peptide | TR-FRET Mcl-1/Noxa peptide binding, 2 h | inhibition, % at 21.7 µM | hit rate 1.5% among 220,000 | AID 1022;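 active = compounds that cut the protein-peptide binding signal by more than 50% relative to plate controls in a single-dose test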;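 note: His-tagged Mcl-1 with rhodamine Noxa BH3 peptide and terbium anti-His antibody; 0% = Mcl-1 plus Noxa peptide wells and 100% = peptide-only wells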
Target sequence (Q07820 whole entry, looked up): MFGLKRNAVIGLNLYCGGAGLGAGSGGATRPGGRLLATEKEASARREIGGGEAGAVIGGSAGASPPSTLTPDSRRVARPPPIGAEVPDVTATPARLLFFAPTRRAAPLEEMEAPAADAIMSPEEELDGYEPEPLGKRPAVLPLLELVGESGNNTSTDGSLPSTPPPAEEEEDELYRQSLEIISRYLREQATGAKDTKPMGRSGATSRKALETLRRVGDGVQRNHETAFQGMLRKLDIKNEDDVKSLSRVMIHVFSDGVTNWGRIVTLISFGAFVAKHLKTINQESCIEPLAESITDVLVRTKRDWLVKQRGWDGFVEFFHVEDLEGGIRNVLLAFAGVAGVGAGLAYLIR
Mcl1-Bid inh – disrupts binding of human Mcl-1 to Bid peptide. Q07820. TR-FRET Mcl-1/Bid-Dy647 peptide binding, 1536-well. inhibition, % at 21.7 µM. hit rate 0.97% among 220,000;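 active = compounds that cut the binding signal by more than half at the single screening dose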;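 note: His-tagged Mcl-1 with europium anti-His antibody binding Bid BH3 peptide; 0% = Mcl-1 plus peptide wells and 100% = peptide-only wells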
Rac1 wt modul – modulators of human Rac1 wildtype GTP binding | P63000 | hit rate 0.27% among 190,000 | GST-Rac1 beads, fluorescent GTP binding, flow cytometry; actives lie on both sides; 0 = cold GTP competed, 100 = untreated | GTP binding activity (% of control), % at 10 µM | AID 757;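 active = GTP binding activity at least 20 points away from the 100% control level, either lower or higher; inconclusive = compound flagged as likely green fluorescent, judged across all proteins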
Rab2A wt mod – changes GTP binding to wildtype dog Rab2A, up or down. AID 760. hit rate 0.19% among 190,000. GTP binding activity, % at 10 µM. P61105. GST-Rab2 wt beads, Bodipy-GTP binding, flow cytometry;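 active = GTP binding activity at least 20 points away from 100%, either lowered or raised; inconclusive = signal likely due to the compound's own green fluorescence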;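 note: 0% = beads with excess unlabeled GTP and 100% = no-compound control corrected for plate trend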
Rac1 mut GTP – modulators of GTP binding to human Rac1 activated mutant; AID 764; hit rate 0.11% among 190,000; GST-Rac1 activated beads, fluorescent GTP binding, flow cytometry; actives lie on both sides; 100% means binding = to untreated wells; P63000; percent activity (GTP binding), % at 10 µM;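 active = GTP binding at least 20 percentage points away from the 100% baseline, in either direction, so actives lie on both sides; inconclusive = Compound likely fluorescent itself, or too few beads counted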
Cdc42 wt GTP – changes GTP binding to wildtype human Cdc42; GST-Cdc42 beads, Bodipy-GTP binding, flow cytometry; actives lie on both sides; P60953; percent activity (GTP binding), % at 10 µM; AID 761; hit rate 0.2% among 190,000;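 active = percent activity GTP binding at least 20 points away from the 100% baseline, either down as inhibitor or up as activator; inconclusive = compound flagged as likely green fluorescent from well-wide comparison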;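 note: median bead fluorescence of bound Bodipy-FL-GTP at 100 nM; 0% = excess unlabeled GTP control and 100% = no compound control; below 100% means less GTP binding so inhibitor and above means activator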
Target sequence (P60953 whole entry, looked up): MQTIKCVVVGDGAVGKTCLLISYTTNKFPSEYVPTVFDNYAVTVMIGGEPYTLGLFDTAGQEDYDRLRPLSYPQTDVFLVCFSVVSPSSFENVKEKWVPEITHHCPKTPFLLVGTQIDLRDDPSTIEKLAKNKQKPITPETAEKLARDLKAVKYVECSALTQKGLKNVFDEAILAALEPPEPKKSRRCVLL
Bim-Mcl-1 – human Bim-Mcl-1 interaction inhibition; Q07820; Bead-based flow cytometry, Bim peptide-Mcl-1 binding; inhibition, % at 10 µM; hit rate 0.1% among 190,000; AID 1009; in the data active = inhibition above about 40%;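 note: 0% = no compound tracer wells and 100% = peptide blocker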
Rab7 wt modul – modulators of GTP binding to dog Rab7 wildtype GTPase; GST-Rab7 beads, fluorescent GTP binding, flow cytometry; actives lie on both sides; untreated = 100%, excess cold GTP = 0%; GTP binding activity (percent of control), % at 10 µM; hit rate 0.055% among 190,000; AID 758;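 active = fluorescent GTP binding to Rab7 beads changed by at least 20 points from the 100% baseline, either direction, mostly lower; inconclusive = compound itself probably fluorescent, or too few beads counted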;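 note: median green fluorescence of bound Bodipy-FL-GTP per Rab7 bead population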
Avidin bead fluor – avidin bead compound fluorescence profile | Avidin beads, compound fluorescence 488/530 nm, flow cytometry; hits give high values | fluorescence (KMESF) at 10 µM | hit rate 0.38% among 220,000; in the data active = fluorescence above about 47; note: inactives centre near 10
Active calls of the source: *; ? = inconclusive; . = no result given; & = joins results of further samples.

SMILES	Pf gamet viab	HRas wt GTP bind	Mcl1 Noxa PPI	Mcl1-Bid inh	Rac1 wt modul	Rab2A wt mod	Rac1 mut GTP	Cdc42 wt GTP	Bim-Mcl-1	Rab7 wt modul	Avidin bead fluor
CC(/C=C/c1ccc2c(c1)OCO2)=N\NC(=O)c1ccccc1	-23	96	11	-27	99	96	97	97	1	98	9
Cc1ccc(NC(=S)N(CCCN2CCCC2)Cc2cccn2Cc2ccc(Cl)cc2)cc1Cl	17	97	5	-3	98	97	96	94	0	97	13
COc1cccc(/C=N\NC(=O)c2cc(OCC(F)(F)F)ccc2OCC(F)(F)F)c1	3	103	-8	3	105	104	101	107	-4	102	37
CCOc1ccc2[nH]c(=O)c(C(c3nnnn3Cc3ccco3)N3CCC(C)CC3)cc2c1 (configuration not stated)	13	102	31	-7	102	101	99	100	0	100	34
Cc1cccc(Cn2c(Sc3nc(C)cs3)nc3c2c(=O)[nH]c(=O)n3C)c1	3	104	4	-25	106	101	101	105	0	103	10
CC(NC(=O)Cn1cc(C(F)(F)F)ccc1=O)c1ccc(F)cc1 (configuration not stated)	-35	97	7	-14	91	98	93	96	0	102	13
CCc1nnc(NC(=O)c2ccc(COc3ccc(C)cc3)o2)s1	-1	103	-13	-1	99	102	98	100	-5	104	11
COc1ccc(CNCCC(c2ccccc2)C2CCOC(C)(C)C2)cc1 (configuration not stated)	7	95	-3	-20	98	95	95	96	0	93	9
CC1CCCN(CCOCCOc2ccc(Br)cc2Cl)C1 (configuration not stated)	.	97	26	18	105	97	101	102	-4	101	21
CCOc1ccc(CCNC(=O)CN(C)S(=O)(=O)c2ccc3c(c2)CCC(=O)N3)cc1OCC	.	106	-3	-21	107	107	103	107	-3	100	12
c1ccc(-n2nnnc2SCc2cccc(CSc3nnnn3-c3ccccc3)n2)cc1	.	101	2	-5	103	101	97	102	2	100	7
Cc1ccccc1N(CC(=O)NCCSc1ccccn1)S(=O)(=O)c1ccccc1	-6	96	18	-19	98	95	95	96	-2	98	12
Cc1ccc2c(Cl)c(C(=O)Nc3cccnc3)sc2c1	4	100	8	2	106	98	100	101	-5	99	15
CCN(CC)C(=O)C1CCCN(c2ncnc3c2cnn3-c2cccc(C)c2)C1 (configuration not stated)	.	102	12	-14	105	101	102	105	-1	103	7
CCOc1cc(S(=O)(=O)NCCc2ccccc2C)c(OCC)cc1-n1cnnn1	.	100	11	10	96	96	96	97	-3	103	40
COC(=O)C(C)N(C#N)c1nc(NC(C)C)nc(SC)n1 (configuration not stated)	-10	104	0	15	106	105	102	107	0	99	37
C/C(CC(=O)Nc1ccccn1)=N\NC(=O)Cc1cccc2ccccc12	-17	97	-1	-46	99	99	96	98	4	97	15
CCN(CC)c1nc(C)c(C(C)=O)cc1C#N	14	103	-14	3	103	100	100	103	0	101	8
CCC1(C)Cc2c(sc3c2c(=O)n(-c2ccccc2)c(=O)n3C)CO1 (configuration not stated)	.	97	7	-28	95	95	95	93	0	96	20
O=C(Nc1scc(-c2ccccc2)c1C(=O)O)c1ccco1	.	92	9	-13	90	92	93	94	-1	93	5
O=C(Nc1ccccc1N1CCOCC1)C1CCCCN1S(=O)(=O)c1ccccc1 (configuration not stated)	6	94	-2	-11	98	93	94	95	0	94	9
Cc1nn(C)cc1CN1CCCC(C(=O)c2ccc(-c3ccccc3)cc2)C1 (configuration not stated)	-10	96	-8	-12	95	96	94	96	0	99	10
O=c1[nH]c(-c2ccccc2)c(-c2ccccc2)[nH]1	.	101	-6	-12	103	99	99	101	-4	101	38
Cc1ccc(-c2c(=O)n(OCc3ccccn3)c3ccccc3[n+]2[O-])cc1	.	93	-13	-11	92	93	92	95	-4	90	31
c1ccc(CSc2nnc(-c3sccc3-n3cccc3)o2)cc1	17	101	-3	-66	104	101	101	103	2	99	4
N#Cc1nc(COc2ccccc2)oc1N1CCN(c2cccc(Cl)c2)CC1	.	93	23	34	93	93	90	95	-1	92	12
Cc1ccc(C(=O)CCC(=O)O)cc1	.	103	15	-16	102	102	101	103	-1	104	10
CCCc1nc2ccccc2c(=O)n1CC(=O)c1ccccc1	17	98	9	-31	102	97	96	99	0	106	7
O=C(NCc1ccco1)c1scc2c1OCCO2	22	97	10	-15	99	99	97	97	-7	97	29
Cc1ccccc1CNC(=O)CCc1ccccc1	3	98	10	-25	101	92	96	96	3	96	11
O=C(Nc1cccnc1)c1cc(F)c(F)cc1Cl	-6	98	2	-32	99	98	97	99	-3	105	7
COc1ccc(C(=O)c2ccccc2)cc1	2	96	3	2	95	100	92	100	0	103	11
O=C(CSc1nnc(-c2cccnc2)o1)OC1CCCCC1	.	102	3	-35	108	101	100	102	0	103	10
CC1CCN(c2ccc(C(=O)OCC(=O)NCCN3C(=O)CSC3=O)cc2[N+](=O)[O-])CC1	-26	97	14	-51	98	97	95	98	0	99	8
CS(=O)(=O)Nc1ccc(C2=NN(S(=O)(=O)c3ccccc3)C(c3cccs3)C2)cc1 (configuration not stated)	-18	99	16	-13	101	99	97	98	-2	98	7
CCCCC(CC(O)COCCC)c1n[nH]c(=S)n1-c1ccccc1 (configuration not stated)	22	95	30	-27	96	96	96	100	-4	96	13
COc1ccccc1/C=N/N(C(C)=O)c1nc(-c2ccc(F)cc2)cs1	.	100	11	-32	103	98	100	102	-4	101	23
Cc1nc(C)c(C(=O)N(c2ccc(C)c(C)c2)C(C(=O)NCc2ccco2)c2ccccc2)s1 (configuration not stated)	.	96	0	-3	94	95	95	99	0	95	12
COC(=O)c1ccc(COc2nc(C)cc(C)c2C#N)o1	1	105	16	-25	103	100	96	101	-5	105	11
COc1cc(C(=O)N/N=C/c2sc(=O)n(-c3ccccc3)c2Cl)cc(OC)c1OC	.	102	8	-26	101	98	99	100	-1	100	4
COc1ccc(C(=O)O)cc1S(=O)(=O)Nc1cccc(C(F)(F)F)c1	.	102	8	12	101	100	99	101	-4	100	34
COc1ccc(-c2csc(/C(C#N)=C/Nc3cc4oc5ccccc5c4cc3OC)n2)cc1	12	101	0	-38	105	102	96	102	-4	111	6
O=c1c2ccsc2ncn1Cc1cccc(C(F)(F)F)c1	.	99	10	10	99	99	97	99	0	94	4
COC(=O)CCn1nc(-c2ccc(C)cc2)c2ccccc2c1=O	25	98	9	2	101	99	97	97	-2	101	13
COC(=O)c1sc2nc3c(c(-c4cccs4)c2c1N)CCCC3	-3	96	-50	-4	99	96	98	95	-2	96	5
Nc1ccn([C@H]2CC[C@@H](CO)O2)c(=O)n1	.	97	-26&-14	-5&-1	102	99	97	99	0&-1	98	7&10
CCS(=O)(=O)NC(C)C(c1cccs1)N1CCN(c2ccc(F)cc2)CC1 (configuration not stated)	.	104	11	-17	110	104	104	107	0	101	8
O=C(O)c1cc(CN2CCOCC2)oc1-c1ccccc1	12	106	0	-16	104	106	103	104	-1	110	19
COC(=O)c1cc2sc(Cl)cc2n1CC(=O)NCCC(C)C	15	101	-2	-23	102	98	99	100	-3	96	33
O=C(CSc1nc2[nH]ncc2c(=O)n1-c1ccccc1)NCCc1ccccc1	.	97	8	-22	100	98	96	101	0	101	12
Cc1cc(-c2ccco2)c(C#N)c2nc3ccccc3n12	.	94	.	.	93	94	96	93	4	99	7
COc1cccc(CNC(=O)CCC2CCCN(C(=O)c3ccoc3)C2)c1 (configuration not stated)	.	99	-5	-12	102	100	97	100	-2	100	2
O=S(=O)(c1ccc(Br)cc1Cl)N1CCN(CCO)CC1	.	97	8	-2	101	97	96	96	0	100	21
O=C(NC1CCCC1)c1ccc(CNc2c(N3CCOCC3)c(=O)c2=O)cc1	.	100	-3	-24	107	100	101	103	1	100	6
Cc1cc(C)n(CC(=O)N/N=C/c2cccs2)n1	10	102	10	-6	101	102	102	98	1	103	12
Cc1cc(N2CCCC2)ccc1/C=N/n1cnnc1	.	96	14	-34	98	92	93	95	0	97	9
CC(C)n1c(Sc2nccn2C)nc2c1c(=O)n(C)c(=O)n2C	-14	100	-21	1	106	100	100	105	-2	99	13
CCCc1nc(SCc2ccc(Cl)cc2Cl)n[nH]1	35	102	9	13	103	98	100	102	1	98	5
COc1ccc(C)cc1NC(=O)CC(O)(C(F)(F)F)C(F)(F)F	-8	97	10	-16	99	99	97	95	-6	97	14
CC1CCN(CC(=O)N2CC(=O)Nc3ccccc32)CC1	-33	103	-2	-10	102	102	100	101	-2	100	22

3 compounds from above, sorted by the number in Rac1 mut GTP, largest number first.
SMILES | Rac1 mut GTP
CCOc1ccc2[nH]c(=O)c(C(c3nnnn3Cc3ccco3)N3CCC(C)CC3)cc2c1 (configuration not stated) | 99
O=C(NCc1ccco1)c1scc2c1OCCO2 | 97
O=S(=O)(c1ccc(Br)cc1Cl)N1CCN(CCO)CC1 | 96

Next part:
SMILES	Pf gamet viab	HRas wt GTP bind	Mcl1 Noxa PPI	Mcl1-Bid inh	Rac1 wt modul	Rab2A wt mod	Rac1 mut GTP	Cdc42 wt GTP	Bim-Mcl-1	Rab7 wt modul	Avidin bead fluor
CCC(Sc1nc2sc(C(=O)OC)c(C)c2c(=O)n1N)C(=O)N(CC)CC (configuration not stated)	30	98	3	0	95	95	94	99	1	95	11
COc1ccc(CCNc2nc(=O)[nH]nc2C)cc1OC	16	100	-6	2	104	100	99	102	-3	102	35
O=c1oc(Nc2ccccc2F)nc2ccccc12	.	99	17	-18	103	99	96	98	-4	101	15
O=C(Nc1ccc(F)cc1)c1nc[nH]c1C(=O)Nc1ccccc1[N+](=O)[O-]	.	102	10	14	103	100	100	101	-4	100	8
CCOC(=O)c1c(NC(=O)Cc2cccs2)sc(C(=O)N2CCCCC2)c1C	.	104	11	-46	109	101	97	101	-1	104	12
C/C(=C1\SC(N2CCOCC2)=NC1=O)c1ccc(C)cc1	-11	101	2	-15	99	100	98	102	-1	102	8
C/C(=C\c1ccccc1)C(=O)Nc1ccc(S(=O)(=O)Nc2ncccn2)cc1	-27	95	-2	-26	98	96	93	93	0	103	7
CC(C)OC(=O)c1cc(-c2ccc(C=O)o2)ccc1Cl	17	100	3	-11	100	100	99	99	-5	103	8
c1ccc2c(c1)CCN(c1nc(CN3CCOCC3)nc3sc4c(c13)CCCC4)C2	7	98	27	-8	104	97	98	94	-2	97	16
O=C(/C=C/c1cccc([N+](=O)[O-])c1)NCCN1C(=O)S/C(=C\c2cccnc2)C1=O	-24	94	50	-17	91	98	93	92	-2	106	9
O=C(CCN1CCc2ccccc2C(c2ccccc2)C1)c1ccc2c(c1)OCCO2 (configuration not stated)	-9	?	15	-1	?	?	?	?	1	?	3
Cc1ccc(C(=O)C(OC(=O)c2c(C)cc(=O)oc2C)c2ccccc2)cc1 (configuration not stated)	-1	99	-7	-9	97	98	96	96	4	101	13
